Compound activity as filed in PubChem.
Cdc42 wt = changes GTP binding to wildtype human Cdc42. P60953. GST-Cdc42 beads, Bodipy-GTP binding, flow cytometry; actives lie on both sides. percent activity (GTP binding), % at 10 µM. hit rate 0.2% among 190,000;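 active means percent activity GTP binding at least 20 points away from the 100% baseline, either down as inhibitor or up as activator; inconclusive means compound flagged as likely green fluorescent from well-wide comparison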;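 further: median bead fluorescence of bound Bodipy-FL-GTP at 100 nM; 0% = excess unlabeled GTP control and 100% = no compound control; below 100% means less GTP binding so inhibitor and above means activator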
Target sequence (P60953 whole entry, looked up): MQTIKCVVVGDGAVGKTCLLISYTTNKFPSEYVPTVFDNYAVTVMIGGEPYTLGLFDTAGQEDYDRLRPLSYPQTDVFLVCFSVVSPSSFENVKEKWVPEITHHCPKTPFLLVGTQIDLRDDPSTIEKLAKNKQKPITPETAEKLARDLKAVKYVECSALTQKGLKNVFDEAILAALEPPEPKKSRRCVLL
Pf gamet viab = kills late stage P. falciparum gametocytes; P. falciparum stage V gametocytes, ATP luminescence, 24 h; inhibition, % at 10.9 µM; hit rate 0.065% among 150,000;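 active means inhibition above the mean plus 3 SD of compounds within the control limits, set per campaign, cut at about 38% in these data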;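 further: 0% = DMSO wells and 100% = medium only without gametocytes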
Rab7 wt GTP bind = alters GTP binding to wildtype dog Rab7. GST-Rab7 beads, fluorescent GTP binding, flow cytometry; actives lie on both sides; untreated = 100%, excess cold GTP = 0%. GTP binding activity (percent of control), % at 10 µM. hit rate 0.055% among 190,000;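 active means fluorescent GTP binding to Rab7 beads changed by at least 20 points from the 100% baseline, either direction, mostly lower; inconclusive means compound itself probably fluorescent, or too few beads counted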;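 further: median green fluorescence of bound Bodipy-FL-GTP per Rab7 bead population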
Mcl1-Noxa inh = Mcl-1/Noxa interaction inhibition; Q07820; TR-FRET Mcl-1/Noxa peptide binding, 2 h; inhibition, % at 21.7 µM; hit rate 1.5% among 220,000; AID 1022;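 active means compounds that cut the protein-peptide binding signal by more than 50% relative to plate controls in a single-dose test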;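 further: His-tagged Mcl-1 with rhodamine Noxa BH3 peptide and terbium anti-His antibody; 0% = Mcl-1 plus Noxa peptide wells and 100% = peptide-only wells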
Rab2A wt mod = changes GTP binding to wildtype dog Rab2A, up or down; hit rate 0.19% among 190,000; P61105; GTP binding activity, % at 10 µM; GST-Rab2 wt beads, Bodipy-GTP binding, flow cytometry; AID 760;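 active means GTP binding activity at least 20 points away from 100%, either lowered or raised; inconclusive means signal likely due to the compound's own green fluorescence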;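 further: 0% = beads with excess unlabeled GTP and 100% = no-compound control corrected for plate trend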
Rac1 wt modul = modulators of human Rac1 wildtype GTP binding; hit rate 0.27% among 190,000; GST-Rac1 beads, fluorescent GTP binding, flow cytometry; actives lie on both sides; 0 = cold GTP competed, 100 = untreated; GTP binding activity (% of control), % at 10 µM; AID 757; P63000;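 active means GTP binding activity at least 20 points away from the 100% control level, either lower or higher; inconclusive means compound flagged as likely green fluorescent, judged across all proteins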
Mcl1 Bid PPI = disrupts binding of human Mcl-1 to Bid peptide; Q07820; TR-FRET Mcl-1/Bid-Dy647 peptide binding, 1536-well; inhibition, % at 21.7 µM; hit rate 0.97% among 220,000; AID 1021;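 active means compounds that cut the binding signal by more than half at the single screening dose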;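 further: His-tagged Mcl-1 with europium anti-His antibody binding Bid BH3 peptide; 0% = Mcl-1 plus peptide wells and 100% = peptide-only wells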
RGS8-Gao = modulates binding of RGS8 to human Galphao; P09471; multiplexed bead flow cytometry; actives lie on both sides; response (percent of control binding), % at 10 µM; hit rate 0.34% among 220,000; AID 1423; in the data active means response below about 60% or above about 140%; inactive means in between;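 further: Galphao activated as the GDP aluminium fluoride complex binding bead-coupled RGS8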
Target sequence (P09471 whole entry, looked up): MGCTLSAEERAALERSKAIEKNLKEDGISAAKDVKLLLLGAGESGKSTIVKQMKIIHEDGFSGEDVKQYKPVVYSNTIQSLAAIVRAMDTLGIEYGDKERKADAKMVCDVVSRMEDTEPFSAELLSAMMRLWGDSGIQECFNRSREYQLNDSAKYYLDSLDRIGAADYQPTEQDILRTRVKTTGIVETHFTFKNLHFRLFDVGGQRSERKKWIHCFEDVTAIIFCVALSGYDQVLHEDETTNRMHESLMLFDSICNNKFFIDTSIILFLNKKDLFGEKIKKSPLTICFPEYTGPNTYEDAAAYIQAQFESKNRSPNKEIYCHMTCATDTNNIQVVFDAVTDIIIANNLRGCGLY
HRas wt GTP = modulators of GTP binding to human HRas wildtype; GST-Ras wt beads, Bodipy-FL-GTP binding, flow cytometry; actives lie on both sides; GTP binding activity, % at 10 µM; hit rate 0.14% among 190,000; AID 759;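 active means GTP binding activity at least 20% away from the 100% baseline, either lowered as inhibitor or raised as activator; inconclusive means flagged as likely green fluorescent, judged across all proteins in the well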;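 further: 0% = unlabeled GTP competition control and 100% = no-compound control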
Target sequence (P01112 whole entry, looked up): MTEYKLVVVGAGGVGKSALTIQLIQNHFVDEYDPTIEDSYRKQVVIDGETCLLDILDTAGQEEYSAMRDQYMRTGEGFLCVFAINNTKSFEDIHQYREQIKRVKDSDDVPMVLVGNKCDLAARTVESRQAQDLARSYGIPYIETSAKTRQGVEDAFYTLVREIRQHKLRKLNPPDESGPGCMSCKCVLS
Rac1 mut GTP = modulators of GTP binding to human Rac1 activated mutant; P63000; GST-Rac1 activated beads, fluorescent GTP binding, flow cytometry; actives lie on both sides; 100% means binding = to untreated wells; percent activity (GTP binding), % at 10 µM; hit rate 0.11% among 190,000; AID 764;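 active means GTP binding at least 20 percentage points away from the 100% baseline, in either direction, so actives lie on both sides; inconclusive means Compound likely fluorescent itself, or too few beads counted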
Bim-Mcl-1 = inhibitors of Bim-Mcl-1 interaction, human; Q07820; AID 1009; inhibition, % at 10 µM; Bead-based flow cytometry, Bim peptide-Mcl-1 binding; hit rate 0.1% among 190,000; in the data active means inhibition above about 40%;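 further: 0% = no compound tracer wells and 100% = peptide blocker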
* = called active by the depositor; ? = inconclusive; nt = not tested or not shown; & = joins results of further samples.

SMILES	Cdc42 wt	Pf gamet viab	Rab7 wt GTP bind	Mcl1-Noxa inh	Rab2A wt mod	Rac1 wt modul	Mcl1 Bid PPI	RGS8-Gao	HRas wt GTP	Rac1 mut GTP	Bim-Mcl-1
CCCCC(=O)Nc1cc(OCC)c(NC(=O)c2ccccc2[N+](=O)[O-])cc1OCC	107.0	12.8	107.0	1.6	106.0	105.0	-44.3	99.0	105.0	100.0	-2.0
Cc1ccc(NC(=O)c2cccs2)cc1	102.0	-1.9	99.0	23.6	99.0	103.0	-47.2	104.5	97.0	100.0	0.0
O=Cc1cccn1-c1nccc(-c2ccco2)n1	96.0	nt	93.0	2.7	96.0	97.0	-36.3	98.4	96.0	95.0	0.0
COC(=O)c1ccccc1NC1OC(=O)c2ccccc21 (stereo not given)	101.0	-12.0	100.0	-9.7	98.0	100.0	2.6	103.4	100.0	99.0	-3.0
CCOC(=O)c1ccccc1-n1c(C)cc(C2N=C(N)Nc3nc4ccccc4n32)c1C (stereo not given)	97.0	nt	104.0	-13.9	102.0	105.0	-138.7	101.0	103.0	98.0	3.0
CSc1ncccc1C(=O)OCc1ccc(COC(=O)c2cccnc2SC)cc1	99.0	nt	92.0	-27.2	96.0	102.0	-21.6	99.5	96.0	100.0	0.0
O=C(NCc1cccs1)c1cc(-c2ccccc2)on1	?	nt	?	-10.0	?	?	-1.0	101.2	?	?	0.0
CNc1ccc(Br)cc(C(=O)/C=C/c2ccc3c(c2)OCO3)c1=O	89.0	nt	91.0	67.7*	89.0	89.0	-21.9	96.8	89.0	89.0	8.0
COc1ccc(NC(=S)N2CCOCC2)c(OC)c1	100.0	nt	100.0	11.7	101.0	106.0	-34.0	99.2	100.0	99.0	0.0
O=C1CCC(=O)N1c1ccc(-c2nc3ccccc3s2)cc1	105.0	7.2	97.0	1.2	103.0	105.0	7.6	98.4	99.0	99.0	-4.0
Fc1ccc(C2CC(c3ccco3)n3ncnc3N2)cc1 (stereo not given)	107.0	nt	103.0	1.0	104.0	110.0	-7.1	99.2	105.0	101.0	-2.0
CCN1CCN(c2nc(-c3ccccc3)nc3ccccc23)CC1	101.0	nt	99.0	29.9	102.0	107.0	-19.3	101.1	104.0	102.0	-2.0
COc1ccc(CNc2nc(S(=O)(=O)c3ccccc3)c(Cl)s2)cc1OC	97.0	-36.0	99.0	4.7	96.0	96.0	0.1	107.6	98.0	98.0	1.0
COc1ccc(CNc2nc3nc4c(c(=O)n3[nH]2)CCC4)cc1	103.0	nt	96.0	14.9	101.0	101.0	-20.4	103.1	100.0	98.0	1.0
N#Cc1ccc(C(=O)N2CCN(S(=O)(=O)c3ccc(Br)s3)CC2)cc1	102.0	-11.8	107.0	25.7	103.0	101.0	-11.0	102.2	101.0	99.0	-2.0
CCc1ccc(CN2CCCC(CNS(=O)(=O)c3ccc(OC)cc3)C2)cc1 (stereo not given)	99.0	nt	95.0	10.7	97.0	97.0	-1.8	115.7	94.0	97.0	0.0
S=C(NCc1ccccn1)Nc1ccc(Cl)cc1Cl	98.0	nt	94.0	nt	94.0	91.0	-48.0	101.0	95.0	94.0	-6.0
CCn1cc(C2C(C(=O)Nc3ccc(Br)cn3)=C(C)NC3=C2C(=O)CCC3)c(C)n1 (stereo not given)	103.0	28.3	101.0	13.5	98.0	102.0	-77.7	99.5	100.0	100.0	-5.0
CCSc1nnc(NC(=O)C2CCCCC2)s1	94.0	nt	100.0	-15.0	97.0	94.0	-19.4	99.5	98.0	94.0	0.0
CN(C)c1ccc(C=Nc2ccc(N(C)C)cc2)cc1	97.0	-34.1	94.0	14.8	100.0	101.0	-52.5	97.3	96.0	96.0	-9.0
CCCCn1c(=O)c(CC(C)=O)nc2ccccc21	101.0	nt	103.0	15.3	99.0	108.0	-70.5	103.9	104.0	98.0	-1.0
COc1ccc(CNC(=O)C2CCN(C(=O)[C@@H](CC(C)C)NC(=O)OC(C)(C)C)CC2)cc1	104.0	nt	103.0	-18.0	103.0	107.0	1.8	99.5	105.0	101.0	-1.0
C=CCOc1c(OC)cc(/C=N/Nc2cccc(C(=O)O)c2)c(Br)c1Br	94.0	nt	93.0	87.8*	91.0	95.0	77.9*	102.8	93.0	92.0	-4.0
COc1ccccc1/C=C/C=N/n1c(-c2cc(C)[nH]n2)n[nH]c1=S	102.0	-13.6	99.0	34.6	93.0	101.0	-16.4	88.3	97.0	95.0	5.0
COc1ccccc1NS(=O)(=O)c1cc(NC(=O)c2cccs2)ccc1N1CCCC1	99.0	nt	97.0	-5.3	97.0	99.0	-17.2	83.0	99.0	98.0	-15.0
COc1ccc(NC(=O)Cn2c(=O)sc3ccccc32)c(OC)c1	99.0	nt	99.0	4.9	98.0	99.0	-14.4	102.1	99.0	98.0	0.0
CC(=O)Cc1ccccc1OC(=O)c1ccco1	102.0	-15.9	102.0	9.1	102.0	102.0	-13.3	100.6	101.0	98.0	-1.0
CC(C)(C)NC(=O)CSc1nncn1-c1ccccc1	99.0	nt	91.0	6.2	99.0	106.0	-1.6	104.1	97.0	98.0	-3.0
O=C(NCCNCc1ccccn1)c1ccco1	97.0	-13.6	95.0	-10.9	97.0	98.0	-44.2	100.6	95.0	94.0	1.0
CC(=O)c1cnc(N(C)C)s1	100.0	10.8	99.0	8.6	98.0	102.0	2.6	98.2	100.0	99.0	2.0
Cc1cc(N)n2nc(C)c(-c3ccc(Cl)cc3)c2n1	96.0	-1.9	101.0	11.4	97.0	97.0	-24.1	101.6	97.0	94.0	-4.0
CCOC(=O)c1[nH]cnc1C(=O)Nc1ccccc1	96.0	nt	99.0	1.9	94.0	94.0	-17.8	98.8	95.0	94.0	-5.0
CC(=O)N1CCN(c2ccccc2NC(=O)COc2ccc(Br)cc2)CC1	94.0	nt	93.0	8.4	94.0	93.0	-14.4	93.7	93.0	91.0	1.0
CCNC(=O)NC(=O)C(C)OC(=O)c1ccc(SC)cc1OC (stereo not given)	96.0	-32.6	105.0	4.2	100.0	99.0	-11.6	104.1	97.0	95.0	0.0
Cc1ccccc1Nc1nc(N)nc(CN(C)Cc2ccccc2Cl)n1	100.0	-6.6	99.0	-5.8	101.0	105.0	-41.3	100.9	100.0	99.0	-1.0
CC1C/C(=C/c2cccs2)C(=O)/C(=C/c2cccs2)C1 (stereo not given)	101.0	-12.1	97.0	12.6	98.0	100.0	-4.8	102.6	100.0	99.0	-1.0
Cc1cnc(NC(=O)CSc2ccc(Cl)cc2)s1	101.0	nt	91.0	15.0	100.0	100.0	5.8	98.4	101.0	99.0	-1.0
O=C(CSc1n[nH]c(-c2ccncc2)n1)c1cccc([N+](=O)[O-])c1	93.0	19.7	105.0	9.2	96.0	96.0	-3.0	111.0	96.0	95.0	0.0
CCc1cccc(CC)c1N1C(=O)c2cc(N3CCOCC3)c([N+](=O)[O-])cc2C1=O	98.0	nt	101.0	15.3	98.0	103.0	-20.8	101.3	99.0	98.0	-1.0
Cc1nonc1OCCNCCNc1ccc([N+](=O)[O-])cc1Cl	98.0	nt	102.0	38.2	99.0	98.0	-14.6	100.6	98.0	98.0	-1.0
Cc1cc(OCC(=O)Nc2ccncc2)cc(C)c1Br	100.0	nt	99.0	14.0	100.0	97.0	2.4	113.0	102.0	96.0	-5.0
COc1ccc(C2C3CCCCC3(O)CCN2C(=O)c2cccs2)cc1 (stereo not given)	100.0	nt	96.0	-71.8	97.0	102.0	6.6	102.2	95.0	96.0	18.0
N#C/C(=C(/O)COc1ccc(Br)cc1)c1nnc2n1CCCCC2	76.0*	3.2	80.0	-7.1	77.0*	78.0*	-6.5	101.2	81.0	75.0*	2.0
CC(=O)CC(C)(C)S(=O)(=O)c1ccc(NC(C)=O)cc1	103.0	13.2	99.0	-1.9	100.0	109.0	-4.3	99.5	102.0	100.0	-3.0
CCOC(=O)c1cc2c(ccn2C)n1Cc1ccc(Cl)cc1	99.0	8.5	95.0	1.0	97.0	101.0	-9.8	101.4	97.0	96.0	2.0
COc1ccc(Cc2nc(C(=O)Nc3ccc(F)cc3)cs2)cc1	93.0	nt	98.0	8.2	94.0	95.0	-0.8	99.8	95.0	94.0	-1.0
CCOc1ccc(C(=O)NCC(=O)OCC(=O)Nc2ccccc2OC)cc1	107.0	nt	103.0	1.8	102.0	105.0	-4.0	101.3	103.0	105.0	0.0
CCOC(=O)c1c(COc2ccccc2)oc2ccc(O)cc12	99.0	nt	98.0	18.7	99.0	101.0	-17.1	102.4	100.0	97.0	-1.0
COCC(=O)c1[nH]c2ccccc2c1C	104.0	nt	101.0	3.5	101.0	107.0	-49.1	95.1	102.0	104.0	1.0
COC(=O)c1ccc(Cl)c(NC(=O)CN(c2ccccc2)S(=O)(=O)c2ccc(OC)cc2)c1	101.0	-18.6	98.0	-3.9	98.0	101.0	2.1	100.3	100.0	98.0	-3.0
O=C(O)CCCCCNC(=O)CCn1nnc2ccccc2c1=O	104.0	-15.5	98.0	7.7	104.0	102.0	-28.8	98.4	103.0	100.0	0.0
O=C(C1=C[C@@H](C2CCCCC2)C[C@@H](OCCCCO)O1)N1CCN(Cc2ccccc2)CC1	97.0	-11.2	96.0	-20.8	94.0	97.0	-2.8	89.4	95.0	93.0	1.0
Cn1c(=O)c2c(ncn2CC(=O)N/N=C/c2ccc(Br)s2)n(C)c1=O	100.0	13.1	103.0	2.7	101.0	104.0	-7.2	100.1	99.0	104.0	-5.0
O=[N+]([O-])c1ccc(N2CCN(c3nc(-c4ccc(Cl)cc4)cs3)CC2)cc1	101.0	nt	97.0	-2.0	102.0	100.0	-49.5	80.1	98.0	99.0	1.0
CCCCN(C)C(=S)Nc1ccc2nc3n(c(=O)c2c1)CCCCC3	97.0	18.4	96.0	0.5	95.0	100.0	-12.5	100.3	96.0	98.0	-1.0
CCOc1ccc(OCCSc2nc3ccccc3[nH]2)cc1	104.0	1.0	99.0	21.7	104.0	104.0	-2.9	96.3	103.0	100.0	-3.0
COc1ccc(OC)c(S(=O)(=O)n2nc(-c3ccccc3)cc2N)c1	101.0	nt	101.0	12.4	103.0	104.0	-13.7	102.3	100.0	98.0	-2.0
COCCNC(=O)c1cn(C)c2ccc(S(=O)(=O)N(C)C3CCCCC3)cc2c1=O	98.0	nt	99.0	26.9	99.0	100.0	22.6	103.8	99.0	98.0	0.0
O=C(Nc1cccc(Oc2c(F)c(F)c(F)c(F)c2F)c1)N1C[C@@H]2C[C@@H](C1)c1cccc(=O)n1C2	101.0	nt	102.0	6.0&-3.4	103.0	104.0	3.5&-2.1	98.1	103.0	100.0	-12.0
